# Source: PubChem BioAssay (National Center for Advancing Translational Sciences (NCATS))
# EPAC2 ag: qHTS for Agonist of cAMP-regulated guanine nucleotide exchange factor 4 (EPAC2): primary screen; Rap guanine nucleotide exchange factor 4 (Homo sapiens), Q8WZA2; EPAC2 activation, biochemical qHTS; response scale: 100% = 6.5 mM cAMP response; Potency, µM (doses to about 154 µM), for inactives: top-dose activation, hits mostly activators; 0.079% of 360,000 active; also: nearly all actives have a fitted effect of over 50% in size
#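 Each well held 100 nM EPAC2, 250 nM RAP1B-BODIPY-GDP and 50 uM GDP. Fluorescence, read at 5-min intervals to 30 min, was referenced to a 6.5 mM cAMP positive control.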
# EPAC2 antag: qHTS for Antagonist of cAMP-regulated guanine nucleotide exchange factor 2 (EPAC2): primary screen | 0.18% of 360,000 active | Rap guanine nucleotide exchange factor 4 (Homo sapiens), Q8WZA2 | Potency, µM (doses to about 114 µM), inactives show top-dose activity, negative = inhibition, usual class: inhibitors | AID 720708, 2013 | EPAC2 GEF exchange of Rap1B-BODIPY-GDP, fluorescence; also: % is scaled to controls: 0 for no effect and ±100 for the full control effect; nearly all actives have a fitted effect of over 45% in size; many of its hits are not listed in these tables
# EPAC1 antagonist: qHTS for Antagonist of cAMP-regulated guanine nucleotide exchange factor 3 (EPAC1): primary screen. Potency, µM (top dose mostly 115 µM), for the others: top-dose activity change, negative = inhibition, usual class: inhibitors. EPAC1 GEF assay, Rap1b-BODIPY-GDP exchange fluorescence. 0.14% of 360,000 active. AID 720709, 2013. Rap guanine nucleotide exchange factor 3 (Homo sapiens), O95398;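 also: plate controls were vehicle for no effect and positive control for full effect; nearly all actives have a fitted effect of over 50% in size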
# Target sequence (O95398 whole entry, looked up): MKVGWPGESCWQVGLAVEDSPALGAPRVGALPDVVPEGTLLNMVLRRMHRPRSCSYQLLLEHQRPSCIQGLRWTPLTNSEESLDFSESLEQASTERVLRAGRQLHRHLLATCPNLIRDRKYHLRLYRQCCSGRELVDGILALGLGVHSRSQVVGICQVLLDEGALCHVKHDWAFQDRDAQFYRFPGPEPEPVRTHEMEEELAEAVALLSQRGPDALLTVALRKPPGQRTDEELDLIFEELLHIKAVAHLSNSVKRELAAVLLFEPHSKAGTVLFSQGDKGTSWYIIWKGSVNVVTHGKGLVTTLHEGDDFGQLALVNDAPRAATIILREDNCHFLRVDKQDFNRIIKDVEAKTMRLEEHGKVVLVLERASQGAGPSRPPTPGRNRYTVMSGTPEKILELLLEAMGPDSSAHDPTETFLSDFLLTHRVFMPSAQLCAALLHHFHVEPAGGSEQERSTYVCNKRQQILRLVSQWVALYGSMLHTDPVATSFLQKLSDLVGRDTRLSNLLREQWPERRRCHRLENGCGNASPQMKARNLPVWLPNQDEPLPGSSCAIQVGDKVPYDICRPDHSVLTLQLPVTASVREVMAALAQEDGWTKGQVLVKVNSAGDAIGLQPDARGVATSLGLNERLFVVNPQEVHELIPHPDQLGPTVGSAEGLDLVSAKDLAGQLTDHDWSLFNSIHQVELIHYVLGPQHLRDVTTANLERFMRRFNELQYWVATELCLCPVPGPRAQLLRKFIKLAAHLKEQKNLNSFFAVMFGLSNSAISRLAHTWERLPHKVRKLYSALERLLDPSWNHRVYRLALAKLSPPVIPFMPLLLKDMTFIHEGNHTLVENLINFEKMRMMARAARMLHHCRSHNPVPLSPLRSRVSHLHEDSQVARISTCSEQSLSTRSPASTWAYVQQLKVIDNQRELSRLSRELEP
# FUS suppressor: qHTS for Suppressors of FUS Proteinopathy: Primary screen using FUS-linked yeast assay | S. cerevisiae FUS-expressing, growth rescue, OD600, 24 h | Potency, µM (series often up to 76.6 µM), without a hit: top-dose growth rescue (activation), most hits filed as activators | 0.24% of 390,000 active;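 also: plate controls were DMSO vehicle for no effect and reference control for full effect; nearly all actives have a fitted effect of over 55% in size; some results filed as inactive show a strong effect at the top dose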
#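 Yeast expressing FUS under galactose induction, OD 0.005 in 2% galactose medium; compounds in a dilution series, 24 h at 30C. Growth rescue by absorbance at 600 nm; CP55940 positive control, DMSO negative.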
# EPAC1 agonist: qHTS for Agonist of cAMP-regulated guanine nucleotide exchange factor 3 (EPAC1): primary screen; Rap guanine nucleotide exchange factor 3 (Homo sapiens), O95398; EPAC1 agonist qHTS, biochemical assay; response scale: 100% = response to 6.5 mM cAMP; Potency, µM (series often up to 154 µM), inactives show top-dose activation, usual class: activators; 0.073% of 360,000 active; AID 720707, 2013; also: nearly all actives have a fitted effect of over 60% in size
#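 Compounds were pinned as a concentration titration into mixtures of EPAC1 (100 nM), BODIPY-GDP-loaded Rap1B (250 nM) and GDP (50 uM). After 5 min at room temperature, fluorescence was followed for 30 min; activity was scaled to 6.5 mM cAMP.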
# aSyn rescue: qHTS of alpha-syn Inhibitors. Yeast expressing alpha-synuclein, growth rescue, BacTiter-Glo, 24 h. AID 652106, 2013. Potency, µM (doses to about 46.1 µM), for inactives: at the highest dose growth rescue (activation), actives largely listed as activators. 0.14% of 370,000 active; also: % of control where 0% means no effect; nearly all actives have a fitted effect of over 65% in size
#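 Screening used galactose-induced yeast with toxic alpha-synuclein levels, exposed to compound for 24 hr at 30 deg C. Cell growth, read with BacTiter-Glo luminescence, gave the measured signal.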
# PTHR1 agonist: qHTS for PTHR1 Agonists: Primary Screen | Potency, µM (series often up to 115 µM), without a hit: at the top dose activation, usual class: activators | AID 743266, 2014 | HEK293 GP2 PTHR1 cells, GloSensor cAMP luminescence, 1 h | 0.075% of 410,000 active | Parathyroid hormone/parathyroid hormone-related peptide receptor (Homo sapiens), Q03431; also: nearly all actives have a fitted effect of over 55% in size; some results filed as inactive show a strong effect at the top dose; inactives centre near -15; many of its hits are not listed in these tables
#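 HEK-293-derived GP2 cells expressing PTHR1 and a GloSensor cAMP reporter, 3,000/well, plated overnight, given luciferin plus IBMX (each 0.5 mM as added) for 1 h at 37 °C, then compound for 1 h at 37 °C. Luminescence was read after 15 min at room temperature.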
# TDP43 rescue: qHTS of TDP-43 Inhibitors. TDP-43 expressing yeast growth rescue, BacTiter-Glo, 24 h. Potency, µM (series often up to 46.1 µM), for the others: top-dose growth rescue (activation), usual class: activators. 1.8% of 410,000 active; also: % of control where 0% means no effect; nearly all actives have a fitted effect of over 50% in size
#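 Luminescence from BacTiter-Glo reports growth of TDP-43-expressing yeast after 24 hr at 30 deg C with compound. Cells were raffinose-pregrown to mid-log, then seeded in galactose medium at OD600=0.02.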
# * hit, by the source's call; i = inactive; ? = inconclusive; / = not tested or not shown; & = joins results of further samples; [ ] = another dose, or the depositor's remark. Calls follow the shape of the dose curve; as a rule, active = well fitted curve in the direction sought with a large enough effect; inconclusive = small, poorly fitted or top-dose-only effect, or another doubt; inactive = no such curve, though single readings can be large; an effect the other way counts as inactive or inconclusive. Potency is read from the fitted curve at half-maximal effect. Some of the compounds tested, so the mix of outcomes need not match the whole.
SMILES,EPAC2 ag,EPAC2 antag,EPAC1 antagonist,FUS suppressor,EPAC1 agonist,aSyn rescue,PTHR1 agonist,TDP43 rescue
FC(F)(F)c1ccc(CNCCc2ccc3c(c2)OCO3)cc1,6%,4%,-5%,-28%,-5%,0%,0%,-2%
COC(=O)C(O)(c1ccc(NC(=S)NC(=O)c2ccc(Cl)cc2Cl)c(C)c1)C(F)(F)F (configuration not stated),18%,-24%,-25%,31%,13%,4%,-30%,25%
Cc1cc(C)cc(N2C(=O)NC(=O)/C(=C/c3cccn3-c3ccc(Cl)cc3)C2=O)c1,-8%,-2%,-18%,24%,-9%,4%,-34%[inhibitor],-6%[0.397 µM]
COc1ccc(OC(=O)N(C)C[C@@H]2OCc3cnnn3CCCC(=O)N([C@@H](C)CO)C[C@H]2C)cc1,-1%,9%,-10%,-15%,-1%,0%,i,1%
C[C@]12CCC3C(CC[C@H]4C[C@H](O)CC[C@]34C)C1CC(=O)[C@@H]2O (some centres not stated),0%,13%,-15%,8%,-4%,-8%,-4%,-7%
COc1ccc(C(=O)N2CCCC2=O)cc1,-1%,18%,8%,-35%,-2%,1%&-10%,i,0%
COc1ccc(NC(=O)N2CCC3(CC2)OCCO3)c(OC)c1,10%,-2%,4%,-4%,21%,-3%,i,6%
O=C1CC(C(=O)N2CCC3(CC2)OCCO3)CN1CCc1ccccc1 (configuration not stated),-8%,15%,7%,-3%,-15%,-15%,i,-14%
Cc1ccccc1NC(=O)NCCN1CC1,1%,7%,-2%,-6%,0%,3%,-20%,8%
O=C(c1ccc2c(c1)N(Cc1ccccc1)CCS2)N1CCC2(CC1)OCCO2,11%,-6%,1%,26%,6%,-19%,i,?
O=c1[nH]c(=O)n(C2CCCCC2)c(O)c1/C=C/C=Nc1ccccc1,8%,-2%,25%,0%,?,-8%,-1%,-2%
O=C(COc1ccccc1)NCCc1cnc[nH]1,3%,-10%,9%,14%,10%,3%,i,-9%
Cc1c(C)c2ccc(OCC(=O)N3C[C@H]4C[C@@H](C3)c3cccc(=O)n3C4)cc2oc1=O,4%,0%,4%,-16%,-17%,-6%,-39%[inhibitor],13%
CCOP(=O)(Cc1cc(C#N)oc1C)OCC,-6%,9%,9%,-11%,-4%,12%,i,2%
COCCOC(=O)c1c(N)n(Cc2ccc(OC)cc2)c2nc3ccccc3nc12,-2%,-8%,5%,21%,-6%,14%,i,7%
COc1ccc2c(C)c(CC(=O)N3C[C@H]4C[C@@H](C3)c3cccc(=O)n3C4)c(=O)oc2c1C,9%,6%,-10%,6%,-5%,0%,-12%,0%
CC1=C(O)C(=O)C=C2C1=CC=C1C2(C)CCC2(C)C3CC(C)(C(=O)O)CCC3(C)CCC12C (configuration not stated),-14%,-19%,?,/,-7%,-55%[inhibitor],i,-30%
C=C(C)[C@@H]1CC[C@]2(C(=O)O)CC[C@]3(C)[C@H](CC[C@@H]4[C@@]5(C)CC[C@H](O)C(C)(C)[C@@H]5CC[C@]43C)[C@@H]12,-5%,33%[activator],-7%,-33%,-30%,12%,-33%[inhibitor],0%
CC(C)C[C@H]1COc2cccc(N3CCN(C)CC3)c2S(=O)(=O)N1,4%,-10%,-29%,-12%,-6%,12%,17%,-5%
COc1cccc(CNC(=O)CCC(=O)N2C[C@H]3C[C@H](C2)c2cccc(=O)n2C3)c1OC,10%,12%,1%,-15%,-9%,0%,i,23%

# 2 consecutive entries from above, quoted:
SMILES,EPAC2 ag,EPAC2 antag,EPAC1 antagonist,FUS suppressor,EPAC1 agonist,aSyn rescue,PTHR1 agonist,TDP43 rescue
O=c1[nH]c(=O)n(C2CCCCC2)c(O)c1/C=C/C=Nc1ccccc1,8%,-2%,25%,0%,?,-8%,-1%,-2%
O=C(COc1ccccc1)NCCc1cnc[nH]1,3%,-10%,9%,14%,10%,3%,i,-9%

# Quoted at random: 4 entries already listed
SMILES,EPAC2 ag,EPAC2 antag,EPAC1 antagonist,FUS suppressor,EPAC1 agonist,aSyn rescue,PTHR1 agonist,TDP43 rescue
O=c1[nH]c(=O)n(C2CCCCC2)c(O)c1/C=C/C=Nc1ccccc1,8%,-2%,25%,0%,?,-8%,-1%,-2%
FC(F)(F)c1ccc(CNCCc2ccc3c(c2)OCO3)cc1,6%,4%,-5%,-28%,-5%,0%,0%,-2%
COC(=O)C(O)(c1ccc(NC(=S)NC(=O)c2ccc(Cl)cc2Cl)c(C)c1)C(F)(F)F (configuration not stated),18%,-24%,-25%,31%,13%,4%,-30%,25%
COc1cccc(CNC(=O)CCC(=O)N2C[C@H]3C[C@H](C2)c2cccc(=O)n2C3)c1OC,10%,12%,1%,-15%,-9%,0%,i,23%

# Following part
SMILES,EPAC2 ag,EPAC2 antag,EPAC1 antagonist,FUS suppressor,EPAC1 agonist,aSyn rescue,PTHR1 agonist,TDP43 rescue
COC(=O)C1=C(c2ccc(F)cc2OCc2ccccc2)C[C@@H]2CC[C@H]1N2C(=O)NCCCc1ccccc1,7%,3%,-26%,?,-13%,1%,i,?
COC(=O)CC1(CC(=O)OC)C(=O)N(c2ccccc2)C(=O)N(c2ccccc2)C1=O,5%,5%,1%,7%,-7%,0%,i,13%
Oc1ccc(C[C@H]2NCCc3cc(O)c(O)cc32)cc1O,9%,4%,-1%,1%,4%,1%,?,1%
CCOc1cc(-c2c(C#N)c(=O)[nH]c3c2c(C)nn3-c2ccc(F)cc2)ccc1O,-15%,-4%,?,?,-3%,-11%,-32%[inhibitor],2%
CC(C)Cc1[nH]c(=O)c(C#N)c2c1CCC2,1%,4%,-5%,4%,14%,0%,i,-2%
C/C(=N\NC(=O)c1ccccc1)c1c(O)n(C2CCCCC2)c(=O)[nH]c1=O,8%,-7%,?,3%,/,-4%,-13%,9%
Cc1ccc2c(c1)=C/C(=C\c1c(O)[nH]c(=O)[nH]c1=O)C(=O)N=2,1%,3%,8%,/,0%,0%,i,-25%
CCOC(=O)C1(c2ccccc2)Oc2ccccc2C(c2ccc(OC)cc2)=C1C(=O)OC (configuration not stated),10%,?,-1%,35%,-3%,4%,i,11%
O=c1[nH]c(O)c(C=Nc2ccc(Cl)c(C(F)(F)F)c2)c(=O)[nH]1,-3%,-1%,-23%,-1%,6%,0%,-8%,6%
O=c1c2ccccc2nc(CN2CCOCC2)n1-c1ccccc1F,2%,0%,-15%,-5%,0%,-2%,i,13%
COc1ccc(-n2nnnc2C(c2cccc(OC)c2OC)N2CCC(n3c(=O)[nH]c4ccccc43)CC2)cc1 (configuration not stated),12%,-18%,-7%,?,-3%,-7%,-20%,16%
C[C@]12C=CC(=O)C=C1C=C[C@@H]1C2CC[C@]2(C)C(=O)CCC12 (some centres not stated),-2%,6%,-15%,-17%,6%,11%,i,?
Cc1cccnc1-n1c(-c2ccco2)nc2ccccc2c1=O,9%,7%,-8%,3%,-1%,-10%,i,7%
C/C(=N/OC(=O)N(C)C)c1ncc(C(F)(F)F)cc1N1CCOCC1,-12%,5%,10%,6%,1%,-7%,-28%,1%
COC(=O)C1=C(c2cc3ccccc3o2)C[C@@H]2CC[C@H]1N2C,-1%,5%,4%,-2%,-4%,-1%,i,12%
Cc1cc(N)n(C2CCN(C)CC2)n1,0%,-6%,8%,-18%,5%,-1%,-24%,3%
Cc1cccc(CCNCc2cc3cccc(C)c3[nH]c2=O)c1,4%,8%,5%,5%,-9%,0%,-10%,-10%
O=C(Cn1ncc2c3ccccc3n(Cc3cccc(Cl)c3)c2c1=O)N1CCC2(CC1)OCCO2,?,8%,1%,?,27%,11%,-6%[57.5 µM],16%
O=C(Nc1ccc(Cl)cc1)O/N=C(\c1ccccc1)c1ccccn1,18%,-2%,9%,6%,14%,-1%,i,-5%
Cn1c(O)c(C=NCCOc2ccc(Cl)cc2)c(=O)n(C)c1=O,3%,-7%,-9%,12%,-5%,-6%,-15%[57.5 µM],24%

# Next part; it opens with the 4 that closed the last part.
SMILES,EPAC2 ag,EPAC2 antag,EPAC1 antagonist,FUS suppressor,EPAC1 agonist,aSyn rescue,PTHR1 agonist,TDP43 rescue
Cc1cccc(CCNCc2cc3cccc(C)c3[nH]c2=O)c1,4%,8%,5%,5%,-9%,0%,-10%,-10%
O=C(Cn1ncc2c3ccccc3n(Cc3cccc(Cl)c3)c2c1=O)N1CCC2(CC1)OCCO2,?,8%,1%,?,27%,11%,-6%[57.5 µM],16%
O=C(Nc1ccc(Cl)cc1)O/N=C(\c1ccccc1)c1ccccn1,18%,-2%,9%,6%,14%,-1%,i,-5%
Cn1c(O)c(C=NCCOc2ccc(Cl)cc2)c(=O)n(C)c1=O,3%,-7%,-9%,12%,-5%,-6%,-15%[57.5 µM],24%
CC(=O)OC1C(O)C(C)OC(OC2C(OC(=O)C3CCC4C(C3)OC3(CC(OC(=O)/C=C/c5ccccc5)C(C)CO3)C43CO3)OC(C)C(O)C2OC(C)=O)C1O (configuration not stated),4%,8%,-1%,/,-8%,3%,-10%,0%
C#CCN1CCN(c2ccc(F)cc2)CC1,1%,6%,4%,3%,-14%,-4%,-10%,-18%
S=P(Nn1cnnc1)(c1ccc(Br)cc1)c1ccc(Br)cc1,20%,-11%,-12%,39%,7%,-1%,i,8%[9.22 µM]
O=C(C1CC(c2ccc(F)cc2)=NO1)N1CCC2(CC1)OCCO2 (configuration not stated),1%,2%,4%,10%,5%,-8%,-22%,3%
CC1Oc2cc3c(-c4c(O)cc(O)c5c(O)c6c(cc45)OC(C)C(C)C6=O)c(O)cc(O)c3c(O)c2C(=O)C1C (configuration not stated),-6%,33%[activator],?,?,/,-16%,-2%,?
O=c1[nH]cnc2[nH]ncc12,-2%,9%,8%,-49%,-18%,-9%&1%,-5%,?
